rCAG RNA binder: binders of r(CAG) RNA repeats, primary screen, biochemical, fluorescence. 1.3% of 370,000 active. AID 651821, 2012. inhibition, % at 3 µM. r(CAG) RNA repeat, TO-PRO-1 dye displacement fluorescence;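 active = inhibition above the plate cutoff, the mean of all test compounds on that plate plus 3 SD, cut at about 35% in these data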;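 also: 0% = DMSO alone and 100% = 100 µM mitoxantrone as full dye displacement; higher means more dye released from RNA so lower well fluorescence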
mABHD4 FP: ABHD4 inhibitors, primary screen, biochemical, fluorescence polarization, mouse | (Lyso)-N-acylphosphatidylethanolamine lipase (Mus musculus), Q8VD66 | purified mABHD4, FP-Rh probe fluorescence polarization | inhibition, % at 8.92 µM | 0.54% of 370,000 active | AID 720543, 2013;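 active = inhibition exceeding the mean over every tested compound plus 3 SD, cut at about 30% in these data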;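 also: 0% = plate median of compound wells and 100% = S159A mutant with DMSO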
Target sequence (Q8VD66 whole entry, looked up): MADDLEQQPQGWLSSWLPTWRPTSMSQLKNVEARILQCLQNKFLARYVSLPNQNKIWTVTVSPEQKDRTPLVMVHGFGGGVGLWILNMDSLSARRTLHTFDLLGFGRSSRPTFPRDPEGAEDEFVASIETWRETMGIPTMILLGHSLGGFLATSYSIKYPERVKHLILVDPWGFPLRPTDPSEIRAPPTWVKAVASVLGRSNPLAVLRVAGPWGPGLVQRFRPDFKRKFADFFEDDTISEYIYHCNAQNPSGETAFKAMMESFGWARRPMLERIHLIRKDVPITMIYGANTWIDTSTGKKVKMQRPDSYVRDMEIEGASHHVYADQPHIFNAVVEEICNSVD
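System: mouse ABHD4 enzyme, wild type / Medium: HEPES pH 7.0, NaCl, Pluronic buffer / Reagent: FP-Rh activity-based fluorescent probe / Control set: S159A mutant high control, sample median low control / Detection: fluorescence polarization with parallel and perpendicular emission, 525/598 nm / Schedule: 45 min + 60 min at 25 °C / Compound dosing: 8.92 µM, single dose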
SMARCA2 act: SMARCA2 (BRM) function activators, primary screen, cell-based, luminescence, high throughput; MG213 cells, MMTV-luciferase reporter, dexamethasone, overnight; activation, % at 9.1 µM; 1% of 370,000 active; in the data active = activation above about 7.8%;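 also: 0% = vehicle wells and 100% = reference activator wells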
GC-B act: human GC-B receptor activators, primary screen, HEK293 GC-B cells, cGMP TR-FRET, EC30 CNP. 0% at EC30 CNP, 100% saturating CNP. activation, % at 10 µM. 0.11% of 370,000 active;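 active = activation at 10 µM reaching about 35% in either raw or pattern-adjusted values, limit read from the data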
PG9 binder: binders of HIV-1 gp120 antibody PG9, primary screen, biochemical, TR-FRET. HIV-1 gp120 / PG9 antibody interaction. TR-FRET gp120-PG9 antibody binding. inhibition, % at 6.7 µM. 0.43% of 360,000 active; in the data active = inhibition above about 8.5%
HTRA1 inh: HTRA1 serine protease inhibitors, primary screen, biochemical, fluorescence polarization, HTS | Q92743 | recombinant HTRA1, FP-rhodamine activity-based probe | inhibition, % at 5.96 µM | 0.5% of 340,000 active; in the data active = inhibition above about 36%;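 also: 0% = enzyme with DMSO and 100% = wells lacking enzyme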
Target sequence (Q92743 whole entry, looked up): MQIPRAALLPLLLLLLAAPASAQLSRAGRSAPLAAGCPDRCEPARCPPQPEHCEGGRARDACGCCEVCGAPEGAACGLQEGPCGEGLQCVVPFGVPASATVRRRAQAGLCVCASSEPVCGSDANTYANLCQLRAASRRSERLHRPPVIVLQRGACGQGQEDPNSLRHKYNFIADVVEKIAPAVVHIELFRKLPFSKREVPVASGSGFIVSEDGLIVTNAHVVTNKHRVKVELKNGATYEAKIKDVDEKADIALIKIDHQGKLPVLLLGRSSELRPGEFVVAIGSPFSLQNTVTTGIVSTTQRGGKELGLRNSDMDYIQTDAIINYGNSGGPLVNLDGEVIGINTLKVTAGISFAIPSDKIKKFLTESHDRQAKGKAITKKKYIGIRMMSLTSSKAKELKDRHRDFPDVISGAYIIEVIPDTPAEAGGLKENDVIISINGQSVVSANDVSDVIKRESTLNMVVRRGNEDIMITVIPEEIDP
NPR1 activator: GC-A stimulated cGMP production enhancers – HEK293 GC-A cells, cGMP TR-FRET, EC30 ANP, primary screen | Atrial natriuretic peptide receptor 1 (Homo sapiens), P16066 | 0% at EC30 ANP, 100% saturating ANP | activation, % at 10 µM | 0.14% of 370,000 active; in the data active = activation above about 40%
ARFGAP1 inh: inhibitors of rat ARFGAP1 GAP activity, primary screen, biochemical, fluorescence polarization, GDP tracer; ADP-ribosylation factor GTPase-activating protein 1 (Rattus norvegicus), Q62848; Arfgap1-stimulated ARF1 GTP hydrolysis, GDP FP detection; inhibition, % at 16.5 µM; 0.26% of 360,000 active; AID 651572, 2012;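 active = inhibition above a per-plate limit, mean inhibition of low control wells plus 3 SD, cut at about 25% in these data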;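 also: 0% = DMSO wells with enzyme and 100% = wells lacking Arfgap1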
Target sequence (Q62848 1-136 limits assumed): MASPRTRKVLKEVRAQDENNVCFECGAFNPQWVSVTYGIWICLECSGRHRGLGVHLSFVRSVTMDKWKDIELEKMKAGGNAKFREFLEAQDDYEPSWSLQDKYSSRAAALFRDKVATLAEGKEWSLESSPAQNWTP
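System: truncated rat Arfgap1 GAP domain / Medium: HEPES-based buffer, pH 7.5 / Also added: N-terminally truncated human ARF1-GTP substrate / Incubation: enzyme reaction 120 min at 25 °C after 20 min preincubation / Measured by: FP of antibody-bound GDP Alexa 633 tracer, ex 620/em 688 nm / Replicates: singlicate, each compound tested once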
Rev-erbA mod: modulators of Rev-erb alpha DNA binding, primary screen, biochemical, FITC-DNA, fluorescence polarization, uHTS. AID 1259318, 2017. Rev-erbα–FITC-DNA binding, 90 min. 0.79% of 370,000 active. activity, % at 10 µM;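 active = activity above about 14%, limit read from the data; passing the limit was not always enough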;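 also: 0% = DMSO wells with 35 nM protein and 100% = DMSO wells with 750 nM protein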
ASAP1 GAP inh: inhibitors of human ASAP1 ArfGAP activity, primary screen, biochemical, fluorescence polarization. Arf-GAP with SH3 domain, ANK repeat and PH domain-containing protein 1 (Homo sapiens), …. ASAP1-stimulated ARF1 GTP hydrolysis, GDP FP detection. inhibition, % at 16.5 µM. 0.19% of 360,000 active. AID 624377, 2012; in the data active = inhibition above about 25%;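 also: 0% = vehicle with enzyme and substrate and 100% = no enzyme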
* marks the source's active call; other numbers are inactive results; · = no result given; & = joins results of further samples.

Second line of a record: PG9 binder | ARFGAP1 inh | rCAG RNA binder | GC-B act | HTRA1 inh | SMARCA2 act | mABHD4 FP | ASAP1 GAP inh | Rev-erbA mod | NPR1 activator
1: NC(=O)COc1ccc2cc(-c3ccccc3)c(=O)oc2c1
    2.2 | 2 | 1 | -2 | -5 | 3 | 6 | 7 | -1 | 9
2: COc1ccc(NC(=O)C2CCN(c3nnnn3-c3ccccc3)CC2)cc1
    2.8 | -2 | -5 | -1 | -2 | -4 | -6 | 6 | -3 | -2
3: Nn1c(SCC(=O)N2CCOCC2)nnc1-c1ccccc1Cl
    -2.0 | 10 | 0 | 0 | 3 | -2 | -4 | -6 | 1 | 4
4: COc1ccc(C(C(=O)N(C)C2CCCC2)N(Cc2ccc(F)cc2)C(=O)c2cc(C)[nH]n2)cc1OC (stereo unspecified)
    · | · | -2 | -12 | · | 11* | 2 | · | 5 | -1
5: CC(C)N(Cc1ccccc1)C(=O)CN1C(=O)c2ccccc2C1=O
    -2.5 | 1 | -2 | 3 | 4 | -3 | -7 | 4 | -5 | 5
6: CCn1cc(S(=O)(=O)N2CCN(c3ccc(Cl)cc3)CC2)cn1
    0.3 | 23 | -6 | -4 | 6 | -1 | -1 | 6 | 6 | -3
7: c1nc(NCCN2CCOCC2)c2c3c(sc2n1)CCCCC3
    1.1 | 7 | -2 | -2 | 3 | -1 | 5 | 1 | 5 | 5
8: Cc1ccc(Cl)cc1NC(=O)COC(=O)C12CC3CC(CC(C3)C1)C2
    -0.6&-4.3 | 10&6 | -2&0 | 6&6 | -30&-6 | -2&2 | -12&-9 | -3&-4 | 7&2 | 9&-2
9: N#CC1=C(N)Oc2n[nH]c(-c3ccc(F)cc3)c2C1c1ccncc1 (stereo unspecified)
    -1.4 | 1 | -5 | 4 | 1 | -1 | -2 | 5 | 2 | 0
10: O=C(CN1CCCCCC1)N1c2ccccc2Sc2ccccc21
    -0.1 | 5 | -7 | -11 | 8 | -1 | 2 | 1 | 1 | -22
11: COc1ccc(S(=O)(=O)N2CCCCC2)cc1NC(=O)c1c(F)cccc1Cl
    -1.1 | 12 | -1 | 0 | -24 | -2 | -8 | -10 | -4 | 1
12: COc1ccccc1C1CCN(C(=O)c2cccs2)CC1
    1.6 | -3 | -8 | -1 | · | -5 | -5 | 1 | 1 | -4
13: Cc1ccc(C(=O)N(CN2CCCC2=O)c2ccc(F)cc2)cc1C
    -1.2 | -3 | -5 | 0 | 5 | -2 | 1 | -3 | 2 | -7
14: COC(=O)CCCC(=O)OC
    0.1 | -9 | 1 | -3 | -12 | -1 | -7 | -1 | -5 | 2
15: Oc1c(C(Nc2nc3ccccc3s2)c2ccco2)ccc2cccnc12 (stereo unspecified)
    0.4 | 15 | 14 | -5 | 36* | -3 | 2 | 5 | -1 | -6
16: O=C(NCCCn1ccnc1)c1ccccc1Br
    0.7 | 3 | 0 | 3 | 7 | -2 | -3 | 2 | 2 | 6
17: O=C(COC(=O)C1CCN(S(=O)(=O)c2cccc3cccnc23)CC1)c1ccc([N+](=O)[O-])cc1
    -1.2 | 1 | 4 | 2 | 2 | 0 | -1 | -1 | 2 | -2
18: COc1cc(C2CC(=O)N3CN(Cc4ccco4)CSC3=C2C#N)ccc1OCc1ccccc1 (stereo unspecified)
    0.1 | -5 | 42* | 4 | -6 | -2 | -2 | 4 | 1 | 5
19: CCCCCC(=O)NN=C1CCN(Cc2ccccc2)CC1
    -2.4 | -8 | -4 | 2 | 2 | 0 | 1 | 5 | 3 | -1
20: Cc1cc(C(F)(F)F)c(C#N)c(N2CCOCC2)n1
    -0.1 | 2 | -2 | 2 | -1 | -1 | 1 | -10 | -3 | 2
21: Cc1ccc(C(=O)N/N=C/c2cccc3ccccc23)cn1
    -4.3 | -12 | 6 | -9 | · | -4 | -6 | -2 | -1 | -8
22: CC(=O)Nc1ccc(S(=O)(=O)N(c2cccnc2)S(=O)(=O)c2ccc(NC(C)=O)cc2)cc1
    0.5 | 8 | 2 | -9 | -9 | 3 | -4 | 0 | 1 | 4
23: CC1CCC(NC(=O)CSc2ccc(S(=O)(=O)N(C)C)cn2)CC1 (stereo unspecified)
    -2.7 | 2 | -2 | -1 | 4 | 7 | 3 | -9 | 0 | 0
24: C/C=C(\C)c1nnc(NC(=O)C(C)C)s1
    -1.3 | 0 | -3 | 2 | 4 | -2 | -1 | 16 | 4 | 1
25: O=C(Nc1ccc(F)cc1)C(c1ccncc1)N1CCN(CC(=O)N2CCCC2)CC1 (stereo unspecified)
    -0.3 | -8 | 1 | 1 | · | 0 | 3 | -17 | 1 | -4
26: COc1ccc(C(=O)Nc2oc(-c3ccccc3)c(-c3ccccc3)c2C#N)cc1OC
    0.0 | 4 | 24 | 0 | -42 | -1 | -48 | 2 | 7 | -1
27: COc1cccc(C(C)(O)c2nc(-c3ccc(Cl)cc3)cs2)c1 (stereo unspecified)
    -2.2 | 11 | 2 | -1 | · | -4 | -35 | 2 | 1 | -1
28: CC(=O)Nc1ccc(S(=O)(=O)Nc2ccc(S(=O)(=O)Nc3nc(C)cc(C)n3)cc2)cc1
    -1.8 | 3 | 3 | 1 | 1 | 1 | -2 | -3 | -3 | 0
29: Cc1ccccc1NC(=O)C(C)Sc1nnc(-c2ccncc2)n1CC1CCCO1 (stereo unspecified)
    -1.8 | -6 | -3 | -8 | -2 | 2 | -1 | -2 | 4 | 3
30: COc1nc(OCCNS(=O)(=O)c2ccc(C)cc2)nc(N(C)C)n1
    -0.9 | -5 | 3 | 0 | -1 | -2 | -2 | 12 | -3 | 1
31: O=C(CNS(=O)(=O)c1ccccc1)NCc1cccnc1
    -1.0 | -2 | 1 | 1 | 0 | 1 | -7 | -5 | -1 | 2
32: COC(=O)c1cc(-c2ccc(Br)cc2)on1
    2.0 | -3 | 0 | 8 | 3 | -1 | 0 | -4 | -1 | 59*
33: COc1ccc2nc(-c3ccccn3)ccc2c1
    0.6 | -5 | 0 | 2 | 4 | 1 | 1 | -9 | -2 | 1
34: COc1cc(/C=N/Nc2cccc(C)c2)ccc1OC(=O)c1ccco1
    -1.8 | 0 | 6 | 7 | 20 | 3 | 8 | 0 | -6 | 3
35: O=C(O)CCC(=O)Nc1nnc(C(F)(F)F)s1
    0.6 | 3 | -1 | 2 | -1 | -1 | 2 | -1 | -2 | 5
36: CCC(C(=O)N1CCOCC1)n1nc(C)c2sc3ccccc3c2c1=O (stereo unspecified)
    -3.0 | 6 | 1 | -1 | 5 | 1 | 2 | 3 | -3 | 6
37: O=C(Cn1nnc2ccccc21)OCC(=O)c1ccccc1
    -0.9 | 1 | 2 | 2 | 0 | 0 | 0 | -11 | -5 | 3
38: Cc1cccc(NC(=O)CN2CCN(C(=O)c3cncn3-c3ccc(F)cc3)CC2)c1C
    0.3 | 4 | 3 | -2 | 2 | -1 | -6 | -5 | 6 | 2
39: O=C(Cc1cccc(F)c1)Nc1ccc2c(c1)CCC2
    -0.9 | -2 | 0 | -3 | -16 | 1 | -1 | 4 | 6 | 0
40: CCNc1ccccc1
    -1.6 | -6 | -1 | -17 | · | -5 | 1 | 0 | 0 | 2
41: Cc1nc([N+](=O)[O-])cn1CC(O)c1ccc(Cl)cc1 (stereo unspecified)
    0.0 | -7 | -2 | 3 | · | -4 | -2 | -6 | -2 | -9
42: CC1CC(C)CN(CCCNC(=O)c2nn(C)c3c2CS(=O)(=O)c2ccccc2-3)C1 (stereo unspecified)
    1.9 | 13 | -1 | -2 | -1 | 2 | -9 | 3 | 0 | -4
43: CCOC(=O)N1CCN(S(=O)(=O)c2cccc3nonc23)CC1
    -1.0 | 13 | -3 | -1 | 2 | 3 | 0 | 18 | 6 | 3
44: O=C(CCN1C(=O)CSC1=O)Nc1ccc(Br)cc1
    -1.5 | 13 | 2 | 3 | 2 | 7 | 2 | 9 | 0 | 1
45: Cc1ccc(CNC(=O)Cn2nnc(C(=O)Nc3cccc(C)c3C)c2N)cc1
    2.8 | 18 | 9 | 2 | 4 | 0 | 2 | -5 | -3 | 4
46: COc1nc(C)cc(C)c1S(=O)(=O)c1ccccc1
    1.1 | 8 | -5 | 2 | -7 | -1 | 0 | 3 | 4 | -1
47: Cc1c(Br)c([N+](=O)[O-])nn1C(C)C(=O)Nc1nccs1 (stereo unspecified)
    -0.9 | 0 | 0 | 0 | -8 | 0 | -4 | -10 | 0 | -1
48: C[C@H](O)[C@@H]1CN2CCc3c([nH]c4ccccc34)[C@@H]2C[C@@H]1N(C)C(=S)NCCc1ccccc1
    -1.3 | 0 | 6 | -5 | · | -1 | 2 | 3 | 2 | -4
49: N#CCCn1cc(/C=C2\NC(=S)N(c3ccccc3)C2=O)c(-c2ccc(-c3ccccc3)cc2)n1
    1.0 | 24 | 15 | -1 | -2 | -2 | 0 | 6 | -4 | -5
50: O=C(NC1CCCCC1)N(CCN1CCOCC1)Cc1cc2cc3c(cc2[nH]c1=O)OCCO3
    -1.7 | 8 | -5 | -4 | -4 | -3 | 0 | 10 | 1 | 0
51: O=C(NCCc1ccc(Cl)cc1)C1CCCN1C(=O)Nc1ccccc1 (stereo unspecified)
    0.6 | 2 | -3 | 6 | 4 | -1 | 0 | 13 | -5 | 6
52: Nc1ncnc2c1ncn2Cc1ccccc1
    0.7 | 6 | -2 | 5 | 2 | 2 | 0 | -5 | -3 | 1
53: COc1cc(NC(=O)c2ccc(Br)cc2)ccc1NC(=O)c1cc2ccccc2o1
    -3.9 | -2 | -1 | -4 | 2 | 2 | -1 | -2 | 1 | 1
54: O=C(COC(=O)c1n[nH]c(=O)c2ccccc12)Nc1cccc(S(=O)(=O)N2CCOCC2)c1
    -2.8 | 2 | 5 | -3 | 0 | 5 | -1 | -3 | -4 | -3

Screening results deposited in PubChem by several laboratories.
